# Lipid droplet: hepatic lipid droplet formation modulation; 0.4% of 240,000 active; AID 1656; AML12 mouse hepatocytes, oleate lipid droplets, BODIPY imaging; inhibition, % at 6.5 µM;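 active = lipid droplet intensity inhibited by at least 50%, with more than 500 cells counted; inconclusive = wells with under 300 cells, treated as cytotoxic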
#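 Assay system: AML12 hepatocytes (mouse); Probe or stimulus: oleic acid at 100 µM to induce lipid droplet formation; Dosing: compound at 6.5 µM only; Schedule: compound with oleate, overnight; Detection: fluorescence imaging, 20x objective, two fields per well; Measure: % inhibition of lipid droplet signal.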
# human PMI inhibitors: MPI inhibition at elevated mannose 6-phosphate – biochemical, fluorescence intensity, high mannose 6-phosphate, primary screen (AID 1220); recombinant PMI enzyme, coupled fluorescence intensity; higher % means a stronger effect; one-dose inhibition, % at 20 µM; IC50 in µM for titrated hits; 0.66% of 190,000 active
# WT yeast gro inh: growth inhibition of WT yeast, mitochondrial fusion screen. mitochondrial fusion phenotypic screen, WT strain. inhibition, % at 10 µM. 2.1% of 190,000 active; in the data active = inhibition above about 58%; tested in S. cerevisiae
# Myeloid diff MLP: promotes myeloid progenitor differentiation. ER-HoxA9 myeloid progenitors, lysozyme-GFP differentiation, flow cytometry. AID 624256. 1% of 360,000 active. calls only at 10 µM;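 active = normalized GFP-positive differentiation at or above the plate's own cutoff, the solvent-only control mean plus 3 SD; inconclusive = no clear call, values can overlap the other calls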;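 note: cells exposed to compound for four days before flow analysis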
# UTI89 phage lysis: inhibition of K1F phage lysis, E. coli UTI89, bacterial capsule biogenesis inhibitors, alamar blue (AID 488966); E. coli UTI89 K1F phage lysis, alamar blue, 2 h; higher % means a stronger effect; 0.02% of 340,000 active; inhibition, % at 100 µM, or IC50 in µM where a hit was titrated;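 active = phage lysis inhibition, versus mean bacterial control, above a set limit; inconclusive = no clear call, values can overlap the other calls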;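 note: capsule biogenesis inhibitors block K1F phage lysis so surviving cells raise fluorescence; higher fluorescence means more inhibition of phage lysis; actives were called in the ten point dose series up to 300 µM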
# human PMI inhibition: inhibitors of human PMI, primary screen, biochemical, fluorescence intensity, coupled assay (AID 1209); purified PMI enzyme, coupled fluorescence intensity; higher % means a stronger effect; one-dose inhibition, % at 20 µM; IC50 in µM for titrated hits; 0.42% of 190,000 active;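 note: plate controls were DMSO vehicle for no effect and wells lacking substrate for full effect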
# TNAP activation fold: human TNAP enzyme activators, primary screen, biochemical, luminescent, no phosphate acceptor, uHTS (AID 1001); purified TNAP, luminescent activation assay, no phosphate acceptor; higher activation fold means a stronger effect; activation fold at 20 µM; hits with a dose series show EC50 in µM; 0.03% of 200,000 active; in the data active = activation fold from about 3, or a potency from the dose series; inactive = the rest, 99 in 100 with activation fold below about 1.6; note: many of its hits are not listed in these tables
# M1AAP inhibition: P. falciparum M1AAP inhibitors, biochemical, fluorogenic H-Leu-NHMec substrate, 1536-well (AID 1445) | recombinant M1AAP, H-Leu-NHMec fluorogenic kinetic assay; higher % means a stronger effect | inhibition, % at 30 µM; hits with a dose series show IC50 in µM | 0.42% of 220,000 active;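 active = primary inhibition above the hit cutoff, then over 50% inhibition at one or more dose response concentrations, cut at about 23% in these data, passing the limit was not always enough; inconclusive = conflicting primary data, or primary hits not chosen for dose response; inactive = low primary inhibition, or under 50% at every dose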;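 note: plate controls were DMSO full reaction for no effect and no enzyme background for full effect; strong numbers were not always called active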
# ER stress rescue: rescue of cells from ER stress-induced death, primary screen, 384-well, CSM14.1, thapsigargin, ATP luminescence (AID 1222); CSM14.1 thapsigargin-induced death rescue, ATP luminescence; higher % means a stronger effect; cellular ATP content (survival), % at 20 µM; hits with a dose series show EC50 in µM; 190,000 tested, under 10 active;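 active = EC50 below 50 µM in the dose-response confirmation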;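 note: death triggered by thapsigargin at about 15 µM added after 2 h compound pretreatment; cell ATP read after overnight thapsigargin exposure of roughly 18 to 22 hours; normalized against plate controls of thapsigargin alone and 5% DMSO vehicle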
# WT yeast gro inh mutant strain: further read-out of WT yeast gro inh, marked with its call; inhibition, %; mitochondrial fusion phenotypic screen, mutant strain inhibition
# Lipid droplet cells 6.5 µM: second read-out of Lipid droplet, no call of its own (marks repeat the call); cell count; measured here: cell count, cytotoxicity flag;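 cells counted across two imaged fields per well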
# Myeloid diff MLP GFP+ MAC1+ %: also measured in Myeloid diff MLP; calls as there; GFP+ MAC1+ double positive, %; measured here: differentiation confirmed by MAC1 staining
# An asterisk follows results filed as active; i = inactive; ? = inconclusive; nt = not tested or not shown; & = joins results of further samples; [ ] = remark or other dose. Cut-off read from the data, not from the text of the source, unless noted: active = inhibition above about 50%; inactive = the rest.
1. Cc1ccc(-c2cc(C(F)F)n3ncc(C(=O)N4CCN(c5cccc(C)c5C)CC4)c3n2)cc1
2. Nc1[nH]nc2nc(-c3ccccc3)[nH]c(=O)c12
3. O=C(c1cc(F)ccc1F)C1CCCN(C(=O)CCCN2CCCCC2=O)C1 (stereo unspecified)
4. O=c1oc2ccccc2c(O)c1C=Nc1cccnc1
5. CCOc1ccc(N(CC(=O)O)S(=O)(=O)c2cccnc2)cc1
6. CC(C)(C)c1ccc(C(=O)NNC(=O)Cc2cccc3ccccc23)cc1
7. O=C(CNc1cccc2ccccc12)N/N=C/c1cccc(Oc2ccccc2)c1
8. CCN(C(=O)c1cc(Cl)ccc1OC)c1ccccc1C

Assay by compound	1	2	3	4	5	6	7	8
Lipid droplet	1	-5	-2	-3	nt	1	-12	-11
Lipid droplet cells 6.5 µM	747	690	770	661	nt	786	600	688
human PMI inhibitors	13%	nt	9%	-7%	2%	2%	52%*	-7%
WT yeast gro inh	-3	nt	2	-13	10	18	26	2
WT yeast gro inh mutant strain	-31	nt	-1	-7	7	10	-2	-8
Myeloid diff MLP	i	i	i	i	i	i	i	i
Myeloid diff MLP GFP+ MAC1+ %	0.5	0.8	0.1	0.8	3.2	6.1	0.2	0.7
UTI89 phage lysis	-0.6%	0.2%	1.0%	-0.3%	2.6%	3.2%[50 µM]	0.1%	0.3%
human PMI inhibition	21%	nt	10%	-18%	-3%	3%	12%	0%
TNAP activation fold	1	nt	1	1.1	1.1	1.2	1.1	1.1
M1AAP inhibition	4%	11%	1%	3%	1%	5%	5%	2%
ER stress rescue	2.7%	nt	0.3%	3.1%	0.2%	-0.3%	-1.3%	0.1%

9. COc1ccccc1OCCCC(=O)Nc1ccc(N2CCOCC2)cc1
10. COc1ccc(-c2cc(-c3c(O)c(OC)c4occc4c3OC)[nH]n2)cc1
11. c1cncc(-c2noc(-c3cccc4ccccc34)n2)c1
12. Cc1nc(C(=O)Nc2ccccc2)sc1C1(C)CC(c2cccc([N+](=O)[O-])c2)=NO1 (stereo unspecified)
13. O=C(Cn1c(=O)oc2ccccc21)NCCc1ccccc1Cl
14. O=C(NN=C1CCN(Cc2ccccc2)CC1)c1cc2ccccc2cc1O
15. Nc1c(C(=O)Nc2ccc(Br)cc2)sc2nc(-c3ccco3)ccc12
16. CCN(CC)CCn1nc(C)nc1-c1ccccc1O

Assay by compound	9	10	11	12	13	14	15	16
Lipid droplet	-35	10	-1	7	3	nt	nt	-2
Lipid droplet cells 6.5 µM	612	784	801	633	630	nt	nt	703
human PMI inhibitors	10%	6%	-4%	nt	-1%	40%	11%	11%
WT yeast gro inh	1	33	19	nt	11	-12	13	3
WT yeast gro inh mutant strain	2	28	-10	nt	23	-7	-6	-32
Myeloid diff MLP	i	i	i	i	i	i	i	i
Myeloid diff MLP GFP+ MAC1+ %	1.3	1.8	6.2	1.4	0.2	0.4	1.3	4.1
UTI89 phage lysis	0.8%	-0.1%	7.2%	-0.5%	0.1%	-1.4%	-1.6%	-0.1%[50 µM]
human PMI inhibition	-2%	14%	4%	nt	-10%	32%	8%	13%
TNAP activation fold	1.2	1.3	1.1	nt	1.1	1	1	1
M1AAP inhibition	3%	12%	2%	0%	3%	11%	7%	-3%
ER stress rescue	-1.5%	1.1%	2.5%	nt	-1.1%	-1.3%	-1.1%	-4.6%

17. Cc1nc2c(C)cccc2cc1C(=O)N/N=C/c1ccc(O)cc1
18. Cc1ccccc1NC(=O)C(Cl)=C(Cl)Cl
19. CCOc1ccc(-c2nc(CSc3nnc(N)s3)cs2)cc1
20. CCOC(=O)N1CCN(C(=O)/C=C/c2cccc([N+](=O)[O-])c2)CC1
21. COc1ccc(CCNC(=O)C(=O)NCC2CCCO2)cc1 (stereo unspecified)
22. N#C/C(=C\c1coc2ccc(O)cc2c1=O)C(=O)Nc1nc2ccccc2s1
23. CCN1CC2=C(OC(N)=C(C#N)C2c2ccccc2)/C(=C\c2ccccc2)C1 (stereo unspecified)
24. Cn1c(SCC(=O)N/N=C/C=C/c2ccco2)nc2ccccc21

Assay by compound	17	18	19	20	21	22	23	24
Lipid droplet	8	-1	14	-1	8	-14	-15	-16
Lipid droplet cells 6.5 µM	630	698	724	704	738	664	685	588
human PMI inhibitors	12%	-9%	9%	2%	11%	nt	16%	46%
WT yeast gro inh	-7	-7	-5	5	-9	nt	-8	-6
WT yeast gro inh mutant strain	-12	14	-46	-6	6	nt	-16	-12
Myeloid diff MLP	i	i	i	i	i	i	i	i
Myeloid diff MLP GFP+ MAC1+ %	0.3	0.3	1.2	0.1	0.9	0.5	0.1	0.6
UTI89 phage lysis	3.7%	0.0%	0.3%	-0.6%	0.5%	1.1%	0.5%	-1.8%
human PMI inhibition	8%	-8%	11%	2%	0%	nt	20%	1%
TNAP activation fold	1	1.1	1.1	1.1	1.1	nt	1	1
M1AAP inhibition	14%	6%	16%	16%	-2%	?	1%	15%
ER stress rescue	-0.2%	-0.3%	-0.4%	0.2%	-1.1%	nt	-3.5%	0.7%

25. Cc1cccc(OCC(=O)O/N=C(\N)Cc2cccs2)c1
26. COc1ccc(/C=N/n2c(N)nc3ccccc32)cc1OC
27. CCOC(=S)SCC(=O)Nc1nc(-c2ccccc2)cs1
28. CCn1c(SCC(=O)Nc2ccccc2C(=O)OC)nc2c1c(=O)n(C)c(=O)n2C
29. COc1ccc(CNC(=O)C(C)NS(=O)(=O)c2ccc(C)cc2)cc1 (stereo unspecified)
30. C=CS(=O)(=O)c1ccc(Oc2ccc(S(=O)(=O)C=C)cc2)cc1
31. Cc1ccc(Cl)cc1NC(=S)N(CCN(C)C)Cc1cccs1
32. COc1ccc(Cc2c(O)nc(SCC(=O)NC34CC5CC(CC(C5)C3)C4)[nH]c2=O)cc1

Assay by compound	25	26	27	28	29	30	31	32
Lipid droplet	-3	nt	-25	nt	-2	-16	-4	-20&6
Lipid droplet cells 6.5 µM	698	nt	625	nt	673	403	692	668&688
human PMI inhibitors	0%	9%	13%	6%	5%	-1%	0%	10%
WT yeast gro inh	-8	3	80*	2	5	8	4	-9
WT yeast gro inh mutant strain	-1	11	79*	-1	13	-8	13	6
Myeloid diff MLP	i	i	i	nt	i	i	i	i
Myeloid diff MLP GFP+ MAC1+ %	8.9	0.8	1.1	nt	0.8	0.8	1.4	0.9&0.6
UTI89 phage lysis	-4.8%	5.8%	-1.9%[50 µM]	nt	-0.4%	8.0%	5.2%	0.3%&1.8%
human PMI inhibition	-4%	4%	8%	3%	10%	6%	1%	-1%
TNAP activation fold	1.1	1.1	1.2	1.1	1.1	0.9	1.1	1.1
M1AAP inhibition	-1%	3%	0%	nt	10%	3%	2%	1%&9%
ER stress rescue	0.2%	1.2%	-2.4%	-0.4%	-2.2%	-0.4%	-0.2%	0.4%

# Arranged by heavy-atom count (lowest first): some entries from above
27. CCOC(=S)SCC(=O)Nc1nc(-c2ccccc2)cs1
31. Cc1ccc(Cl)cc1NC(=S)N(CCN(C)C)Cc1cccs1
29. COc1ccc(CNC(=O)C(C)NS(=O)(=O)c2ccc(C)cc2)cc1 (stereo unspecified)
28. CCn1c(SCC(=O)Nc2ccccc2C(=O)OC)nc2c1c(=O)n(C)c(=O)n2C

Assay by compound	27	31	29	28
Lipid droplet	-25	-4	-2	nt
Lipid droplet cells 6.5 µM	625	692	673	nt
human PMI inhibitors	13%	0%	5%	6%
WT yeast gro inh	80*	4	5	2
WT yeast gro inh mutant strain	79*	13	13	-1
Myeloid diff MLP	i	i	i	nt
Myeloid diff MLP GFP+ MAC1+ %	1.1	1.4	0.8	nt
UTI89 phage lysis	-1.9%[50 µM]	5.2%	-0.4%	nt
human PMI inhibition	8%	1%	10%	3%
TNAP activation fold	1.2	1.1	1.1	1.1
M1AAP inhibition	0%	2%	10%	nt
ER stress rescue	-2.4%	-0.2%	-2.2%	-0.4%

# The list continues:
33. COc1cc(NC(=O)CSc2nc(C)cs2)cc(OC)c1
34. CC(C)(C)C(=O)Nc1cccc(-c2nc3ccccc3[nH]2)c1
35. O=C(Nc1ncn[nH]1)c1ccccc1Br
36. S=C(NCC1CCCO1)Nc1ccc(Nc2ccccc2)cc1 (stereo unspecified)
37. CCOC(=O)c1c(C)[nH]c(C)c1C(=O)COc1ncnc2ccccc12
38. O=C(N/N=C/c1cccc(OC(=O)N2CCOCC2)c1)c1cccs1
39. CC(c1ccccc1)N1CCn2c(nc3cc(NC(=O)NC4CCCCC4)ccc32)C1 (stereo unspecified)
40. COc1ccc(N(C(=O)COc2cccc(C)c2)S(=O)(=O)c2ccc(C)cc2)cc1

Assay by compound	33	34	35	36	37	38	39	40
Lipid droplet	-28	-1	-14	-6	0	9	nt	-6
Lipid droplet cells 6.5 µM	633	757	629	717	714	666	nt	552
human PMI inhibitors	8%	-3%	-1%	0%	-11%	-6%	-12%	15%
WT yeast gro inh	-2	7	-1	12	15	8	12	8
WT yeast gro inh mutant strain	-1	-8	-6	13	-2	20	16	2
Myeloid diff MLP	i	i	i	i	i	i	i	i
Myeloid diff MLP GFP+ MAC1+ %	1.9	0.3	0.9	0.2	0.5	0.0	0.6	0.7
UTI89 phage lysis	4.2%	-0.3%	-0.9%[50 µM]	1.0%	0.3%	0.4%	4.0%	3.0%
human PMI inhibition	9%	-2%	-7%	4%	-32%	3%	3%	26%
TNAP activation fold	1.1	1.1	0.9	1	0.9	1	1.3	1.1
M1AAP inhibition	1%	4%	7%	2%	-5%	0%	13%	9%
ER stress rescue	nt	2.4%	-2.5%	0.0%	4.1%	-2.4%	-0.3%	-2.6%

41. CCn1c2ccccc2c2cc(/C=N/n3cn[nH]c3=S)ccc21
42. Nc1nc(SCC(=O)c2cc3ccccc3o2)n[nH]1
43. COCCn1cc(C(=S)N2CCOCC2)c2ccccc21
44. Cc1ccc(NC(=O)CN(C)CC(=O)Nc2ccc(N3CCOCC3)cc2)c(C)c1
45. O=C(NCCc1ccncc1)C(F)(F)F

Assay by compound	41	42	43	44	45
Lipid droplet	nt	-2	6	53*	2
Lipid droplet cells 6.5 µM	nt	620	776	521*	677
human PMI inhibitors	3%	4%	-8%	-12%	3%
WT yeast gro inh	52	-2	1	1	-5
WT yeast gro inh mutant strain	-5	0	13	-15	1
Myeloid diff MLP	?	i	i	i	i
Myeloid diff MLP GFP+ MAC1+ %	nt	0.4	0.2	1.8	1.4
UTI89 phage lysis	0.1%	0.3%	0.0%	2.6%[50 µM]	0.4%
human PMI inhibition	14%	-4%	1%	-25%	10%
TNAP activation fold	1	1.2	1.1	1.1	1.1
M1AAP inhibition	12%	3%	1%	1%	2%
ER stress rescue	-1.1%	-1.5%	-0.8%	1.0%	-1.9%
